PDI inh: PDI (human) enzyme inhibition | P07237 | PDI insulin aggregation turbidity, A650, 90 min | inhibition, % at 10 µM | actives 0.052% (n = 350,000);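 active = mean inhibition across replicates of 30% or more, whatever share of single replicates reach that level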;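 also: absorbance from insulin aggregation driven by PDI reduction with DTT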
Target sequence (P07237 whole entry, looked up): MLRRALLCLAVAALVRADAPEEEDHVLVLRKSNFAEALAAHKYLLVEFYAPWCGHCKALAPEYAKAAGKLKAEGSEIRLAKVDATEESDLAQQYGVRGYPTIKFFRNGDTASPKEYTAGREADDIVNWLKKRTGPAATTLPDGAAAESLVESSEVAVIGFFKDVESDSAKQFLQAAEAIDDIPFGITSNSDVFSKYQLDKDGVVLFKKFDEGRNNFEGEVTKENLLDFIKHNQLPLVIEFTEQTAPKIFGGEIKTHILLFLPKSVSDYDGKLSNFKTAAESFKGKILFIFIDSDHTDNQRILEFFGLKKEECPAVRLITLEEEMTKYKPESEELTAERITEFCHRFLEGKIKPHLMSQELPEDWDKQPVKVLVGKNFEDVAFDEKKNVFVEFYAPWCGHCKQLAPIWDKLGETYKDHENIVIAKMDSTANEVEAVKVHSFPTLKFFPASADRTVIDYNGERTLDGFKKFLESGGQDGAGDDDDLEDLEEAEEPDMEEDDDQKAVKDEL
aDG glyco up: alpha-DG glycosylation activation | Pro5-aDG cells, alpha-DG glycosylation AlphaScreen (IIH6); 0% Pro5, 100% B10-LARGE cell signal | activation, % at 10 µM | actives 0.22% (n = 360,000) | AID 624168;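 active = activation of at least 8% versus controls, or a plate z-score of at least 8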;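 also: Pro5 are CHO cells carrying HIG-tagged alpha-DG that lacks glycosylation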
Vif imaging: inhibitors of HIV Vif | HEK293T cells, Vif self-association by quenched fluorescence, imaging, 24 h | inhibition, % at 7.49 µM | actives 0.35% (n = 340,000); in the data active = inhibition above about 50%, passing the limit was not always enough; also: some results filed as inactive read as strong as hits
N-glyco inh: N-linked glycosylation inhibition; D54 ERlucT glycosylation luciferase reporter, 24 h; percent of 100 nM tunicamycin response; reporter increase, % at 12.5 µM; actives 0.23% (n = 360,000); AID 588692;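 active = mean luciferase reporter signal, scaled so untreated is 0 and the glycosylation-blocking control 100, at or above a set limit in every replicate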;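 also: luciferase carries N-glycosylation sites so blocking glycosylation raises the light; 0% = median of neutral control wells and 100% = median of 100 nM tunicamycin wells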
H9c2 protect: myocardial damage modulation in H9c2 cells | H9c2 cardiomyocytes, H2O2 injury protection, ATPLite, 2 h | protection from H2O2 cell death, % at 20 µM | actives 0.63% (n = 360,000) | AID 588492;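 active = compounds giving at least 50% protection of heart cells from peroxide-induced death in the single-dose screen, raw or plate-pattern-corrected value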;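 also: 0% = DMSO wells with peroxide and 100% = DMSO wells without peroxide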
Granule exo inh: blocks lytic granule exocytosis | TALL-104 LAMP-1 surface exposure, flow cytometry; cells stimulated with thapsigargin and PMA | inhibition, % at 10 µM | actives 0.66% (n = 360,000) | AID 651702;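 active = inhibition above about 55%, limit read from the data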
ABCB6 inh MLPCN: blocks the human ABCB6 transporter; K562-ABCB6 porphyrin accumulation, flow cytometry, 1 h; hits give low values; fluorescence ratio to DMSO, % at 10 µM; actives 0.19% (n = 360,000);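 active = fluorescence ratio to DMSO below 75%, the collection mean minus 3 SD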;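 also: signal is porphyrin accumulated inside mitochondria; 100% equals median channel fluorescence of DMSO control wells; lower ratio means ABCB6 inhibition with less porphyrin fluorescence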
CaV13 FRET inh: Disruptors of the CACNA1D IQ motif to Ca2+-dependent inactivation inhibitor domain association, primary screening, Förster resonance energy transfer in intact living …; HEK cells, CFP/YFP FRET ICDI-IQ, plate reader, 10 min; percent FRET-ratio fall versus neutral wells; actives 0.098% (n = 340,000); AID 743397; inhibition, % at 12.3 µM;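 active = mean replicate inhibition of at least 30% and at least 1% of replicates passing that level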;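 also: 0% = median of the neutral control wells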
m5-HT2A agonist: agonists of mouse serotonin 5-HT2A receptor (HTR2A). P35363. activation, % at 7.6 µM. actives 0.66% (n = 360,000). CHO-K1 mHTR2A beta-arrestin complementation, luminescence; percent of 30 µM serotonin response;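 active = activation above a run cutoff, the mean activation of all tested compounds plus 3 SD, cut at about 14% in these data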;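 also: 0% = plate median of compound wells and 100% = 30 µM serotonin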
Target sequence (P35363 whole entry, looked up): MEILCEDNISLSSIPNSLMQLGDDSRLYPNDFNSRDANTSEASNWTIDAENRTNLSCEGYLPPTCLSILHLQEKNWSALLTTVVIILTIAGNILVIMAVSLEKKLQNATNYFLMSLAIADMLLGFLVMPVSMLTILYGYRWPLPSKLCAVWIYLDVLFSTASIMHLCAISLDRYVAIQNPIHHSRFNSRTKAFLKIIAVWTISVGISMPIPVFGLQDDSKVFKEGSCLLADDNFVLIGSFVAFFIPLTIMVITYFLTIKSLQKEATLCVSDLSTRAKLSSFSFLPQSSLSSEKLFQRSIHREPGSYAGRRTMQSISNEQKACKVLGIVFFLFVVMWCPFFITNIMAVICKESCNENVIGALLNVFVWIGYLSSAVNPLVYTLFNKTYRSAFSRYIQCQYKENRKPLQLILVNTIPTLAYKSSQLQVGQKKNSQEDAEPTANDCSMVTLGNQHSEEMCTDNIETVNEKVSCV
iPSC survival up: hiPSC single-cell survival enhancement; ATPlite luminescence; 100% = ROCK inhibitor wells, 0% = DMSO; survival enhancement, % at 20 µM; actives 0.044% (n = 360,000); AID 602274; in the data active = survival enhancement above about 18%;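 also: cells exposed to compounds for 16 hours before the ATP read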
* marks the source's active call; other numbers are inactive results; nt = no result given; & = joins results of further samples.

Preview, three compounds:
SMILES | PDI inh | aDG glyco up | Vif imaging | N-glyco inh | H9c2 protect | Granule exo inh | ABCB6 inh MLPCN | CaV13 FRET inh | m5-HT2A agonist | iPSC survival up
O=C(c1ccc(OC2CCN(Cc3ccccn3)CC2)cc1)N1CCCC(O)C1 (centres undefined) | -1 | 0.1 | 1 | 2 | 0 | 3 | 108 | -5 | 2 | -0.2
Cn1c(N)c(C(=O)COC(=O)c2ccccc2C(=O)c2ccccc2)c(=O)n(C)c1=O | 8 | 0.1 | 9 | 2 | 16 | 6 | 96 | -7 | 3 | -0.4
CCOc1ccc(N(CC(=O)NC(C(C)C)C(C)C)S(=O)(=O)c2ccc(OC)c(OC)c2)cc1 | 9 | -0.3 | -10 | -2 | 26 | 4 | 97 | -4 | -1 | 2.9

The whole of this part (from the top)
SMILES | PDI inh | aDG glyco up | Vif imaging | N-glyco inh | H9c2 protect | Granule exo inh | ABCB6 inh MLPCN | CaV13 FRET inh | m5-HT2A agonist | iPSC survival up
O=C(c1ccc(OC2CCN(Cc3ccccn3)CC2)cc1)N1CCCC(O)C1 (centres undefined) | -1 | 0.1 | 1 | 2 | 0 | 3 | 108 | -5 | 2 | -0.2
Cn1c(N)c(C(=O)COC(=O)c2ccccc2C(=O)c2ccccc2)c(=O)n(C)c1=O | 8 | 0.1 | 9 | 2 | 16 | 6 | 96 | -7 | 3 | -0.4
CCOc1ccc(N(CC(=O)NC(C(C)C)C(C)C)S(=O)(=O)c2ccc(OC)c(OC)c2)cc1 | 9 | -0.3 | -10 | -2 | 26 | 4 | 97 | -4 | -1 | 2.9
COc1ccccc1C(=O)NCCC(=O)N(Cc1ccco1)Cc1cccs1 | -27 | 0.4 | -3 | -3 | -6 | -4 | 96 | -6 | -6 | 0.0
COC(=O)c1cccc(COC(=O)c2cccnc2SC)c1 | 5 | -0.1 | 2 | -1 | 18 | -1 | 98 | -5 | -5 | -2.6
O=C(CCn1c(=O)c2cccn2c2cccnc21)N1CCN(c2cccc(Cl)c2)CC1 | -8 | 0.2 | -3 | 5 | 25 | 8 | 92 | nt | -13 | 0.2
Fc1cc(F)c(NC(=S)N2CCOCC2)c(F)c1 | -3 | -0.1 | 0 | 1 | -4 | -4 | 99 | -3 | 4 | -0.2
CC1(C)C(/C=C/C=C/C=C/C=C2\N(CCCCS(=O)(=O)O)c3ccc4ccccc4c3C2(C)C)=[N+](CCCCS(=O)(=O)[O-])c2ccc3ccccc3c21 | 22 | 0.5 | -7 | 0 | -1 | -23 | 97 | nt | 3 | -2.4
COc1cccc(/C=N/NC(=S)NC2CC3CCC2C3)c1OC (centres undefined) | -3 | 0.3 | 9 | -1 | -8 | -15 | 106 | -5 | -4 | 0.1
O=C1CCN(Cc2ccc(O)cc2)CCN1CCO | 2 | -0.1&-0.2 | 2 | 2 | 7 | -3&-2 | 94&104 | 6&-11 | 2&5 | 5.2&0.9
CC(OC(=O)c1cccnc1SCc1cc(=O)n2ccccc2n1)c1ccccn1 (centres undefined) | -2 | -0.1 | -4 | -4 | 30 | -2 | 98 | -3 | 1 | 6.4
Nc1cnc(CNc2ccccc2Cl)cn1 | -4 | -0.2 | nt | -1 | 0 | -2 | 105 | -10 | 6 | 1.1
O=C(COC(=O)c1ccccc1-c1nc2ccccc2s1)NC1CCS(=O)(=O)C1 (centres undefined) | -5 | 0.0 | -3 | 3 | 1 | -2 | 91 | -6 | -3 | -0.9
CCC1(c2ccccc2)NC(=O)N(CC(=O)Nc2cc(Cl)ccc2N2CCOCC2)C1=O (centres undefined) | 2 | 1.1 | -8 | 0 | 6 | 4 | 106 | -2 | 14 | -0.5
COc1ccc(C(=O)N2CCC2(C)C(=O)NC(C)C)cc1 (centres undefined) | 14 | -0.3 | 9 | 0 | -4 | -1 | 98 | -13 | 5 | 1.5
CNC(=S)N1CCN(S(=O)(=O)c2ccc3ccccc3c2)CC1 | -17 | -0.1 | -18 | 1 | -4 | 1 | 96 | -4 | 6 | 0.9
Fc1cc2nccnc2cc1N1CCSCC1 | 0 | -0.2 | nt | 2 | 5 | 2 | 97 | -9 | 6 | -1.9
CCOc1cc(C)c(Cl)cc1S(=O)(=O)n1ccnc1 | 1 | 0.1 | -12 | 2 | 0 | 1 | 97 | -1 | 4 | 1.6
CSCCC(C(=O)Nc1c(C)cccc1C)N(C)CCc1ccccc1 (centres undefined) | nt | 0.3 | 19 | 0 | 1 | -4 | 101 | -6 | -1 | 0.1
CN(c1cc(Cl)c2c(c1)OCO2)c1cc2c(c3c1ccn3C)C1CCC2C1 (centres undefined) | nt | 0.5 | nt | -4 | -6 | 9 | 103 | nt | 4 | 5.2
CN1/C(=C\C(=O)COC(=O)C2COc3ccccc3O2)C(C)(C)c2ccccc21 (centres undefined) | -10 | 0.1 | 10 | 0 | -16 | -4 | 151 | nt | 6 | 3.8
CS(=O)(=O)N1Cc2ccccc2CC1C(=O)OCC(=O)NCc1ccccc1 (centres undefined) | -1 | 0.0 | 0 | 1 | 0 | 6 | 100 | -7 | -2 | -2.1
CC(=O)c1ccc(O)c(CC=C(C)C)c1O | nt | -0.2 | -11 | 4 | 0 | -2 | 100 | nt | 6 | -2.8
CN(c1cccc(NC(=O)CN2C(=O)c3ccccc3S2(=O)=O)c1)S(C)(=O)=O | -3 | -0.3 | -11 | -7 | -3 | -2 | 90 | -2 | 8 | -0.1
COc1ccc2c3c([nH]c2c1)[C@H]1C[C@H]2[C@H](C[C@@H](O)[C@H](OC)[C@H]2C(=O)O)CN1CC3 | -4 | -0.2 | 5 | 5 | -1 | 4 | 106 | -10 | -3 | -0.2
Cc1ccc(S(=O)(=O)N2CCC(C(=O)OCC(=O)N(CCC#N)c3ccc(F)cc3)CC2)cc1C | 2 | 0.1 | -3 | 3 | -1 | -5 | 99 | -3 | 3 | 0.1
Cc1cc(C)c(C#N)c(SCC(=O)N(C)C2CCCCC2)n1 | -3 | 0.2 | 9 | 0 | 6 | -1 | 92 | -5 | 2 | -0.3
Cc1cccc(N=C2NC(=O)/C(=C/c3cn(C)c4ccccc34)S2)c1 | 4 | 1.4 | -14 | 7 | -8 | 0 | 94 | -5 | 4 | 0.6
CC1CC(C)CN(CCCNC(=O)CN2C(=O)c3cccnc3Oc3ccccc32)C1 (centres undefined) | 5 | -0.3 | -2 | 2 | 0 | -13 | 94 | -2 | 1 | -0.3
CC(=O)OC[C@@H]1CN(Cc2ccccc2)C[C@H](n2cnc3c(Nc4ccccc4)ncnc32)O1 | 12 | -0.4 | nt | 5 | 9 | -6 | 95 | -12 | -4 | 1.7
O=C(O)CNC(=S)N(Cc1ccccc1)Cc1ccccc1F | 9 | -0.3 | 9 | 0 | 6 | 0 | 102 | -2 | -4 | 1.4
NNC(=O)C(=O)/C=C1\NC2(CCCC2)Cc2ccccc21 | -3 | 0.0 | 11 | -2 | 2 | 4 | 102 | -3 | 0 | -0.1
Cc1ccc(C(=O)Nc2cccc3[nH]c(C(F)(F)F)nc23)cc1 | 1 | 0.1 | -6 | 1 | -17 | -7 | 204 | -1 | -3 | -0.2
O=C(CCNS(=O)(=O)c1ccccc1Cl)N1CCN(c2ccccn2)CC1 | 0 | 0.1 | 2 | 1 | 3 | -17 | 107 | -6 | 0 | 12
CCOc1ccccc1C(=O)OCC(=O)Nc1cccc(S(=O)(=O)N2CCCC2)c1 | 1 | 0.7 | -1 | -3 | -5 | 0 | 95 | -3 | -1 | -0.3
O=C(CNC(=O)c1ccco1)Nc1ccc(OC(F)F)cc1 | -7 | 0.1 | nt | -1 | 5 | 5 | 98 | -20 | 6 | 0.4
COC(=O)Cn1c(N)[n+](Cc2ccccc2)c2ccccc21 | 1 | -0.1 | -1 | 2 | -4 | 3 | 101 | -5 | -5 | -1.0
N#Cc1ccccc1S(=O)(=O)N1CCN(C(=O)c2cc(-c3ccccc3)nn2-c2ccccc2)CC1 | -2 | -0.9 | -12 | -8 | 1 | 1 | 96 | -6 | -4 | 0.5
Nc1nc(Br)c2c(F)cccc2c1-c1ccc(Cl)cc1 | 11 | 3.7 | nt | -5 | 4 | -1 | 95 | -7 | 0 | -0.1
S=c1[nH]nc(-c2ccccn2)n1/N=C/c1ccc(-c2ccccc2Cl)o1 | 1 | 0.6 | 9 | -5 | 8 | 1 | 96 | -2 | -1 | -1.4
Cc1ccc(S(=O)(=O)N2C3CCCCC3O[C@H]2CC(=O)c2ccccc2)cc1 (some centres undefined) | nt | -0.1 | nt | nt | nt | -2 | nt | -11 | -6 | nt
N/C(=N\OC(=O)C(c1ccccc1)c1ccccc1)c1ccccn1 | -4 | 0.8 | -2 | 5 | -7 | -1 | nt | nt | -1 | 0.9
COC(=O)c1ccc2ccn(CC(=O)NC3CCCCC3)c2c1 | 1 | -0.2 | 30 | 0 | -2 | -1 | 90 | -5 | -2 | -1.8
CCOC(=O)COn1c(=O)c(-c2ccccc2)[n+]([O-])c2ccccc21 | -3 | -0.1 | 76* | 1 | 3 | 2 | 96 | -3 | -4 | -0.7
CC(NC(=O)[C@@H](NC(=O)[C@@H]1Cc2ccccc2CN1)C(C)C)c1ccccc1 (some centres undefined) | 11 | 0.5 | 10 | -2 | -2 | 3 | 98 | -3 | -6 | 0.6
c1ccc2c(c1)nc(N1CCOCC1)c1nncn12 | 2 | 0.0 | -5 | 3 | 3 | -2 | 103 | nt | 7 | 2.2
COC(=O)c1cn(C(=O)c2ccc(C)c(C)c2)c2ccccc12 | -4 | 0.0 | 0 | 17 | -4 | -11 | 98 | -18 | 2 | -1.9
CCOC(=O)c1cc(-c2ccccc2)nc2c(O)cccc12 | -5 | -0.3 | -10 | -6 | -3 | -1 | 100 | -6 | 5 | 6.8
Cc1ccsc1CNC(=O)C1(C)CCN1C(C)C (centres undefined) | 6 | 0.0 | 10 | 0 | 4 | -10 | 71* | -5 | -8 | -1.8
Fc1ccc(CN2CCCN(Cc3nc(-c4ccc5c(c4)OCO5)no3)CC2)cc1 | -2 | -0.1 | -10 | 0 | -2 | -3 | 99 | -4 | -8 | 0.7
C[C@@H]1CN(c2nc3nonc3nc2N2CCSCC2)C[C@H](C)O1 | 1 | -0.3 | -6 | 2 | 2 | 1 | 93 | -5 | -5 | -0.2
CC(C)(C)S(=O)N1Cc2cc(C(=O)N3CCOCC3)nc(-c3cccc(Br)c3)c2[C@H]1CCO (some centres undefined) | nt | -0.2 | nt | 3 | 2 | 2 | 106 | -4 | 0 | 1.8
O=C(NC1CCCCC1)NC1CCN(S(=O)(=O)Cc2ccccc2)CC1 | -4 | -0.2 | 1 | -1 | 0 | -2 | 95 | -5 | -6 | 1.8
O=C(NCc1ccc2c(c1)CCO2)Nc1cccc(C(F)(F)F)c1 | -8 | 0.3 | -6 | -4 | -3 | -2 | 97 | -4 | 0 | 1.3
C/C(CC(=O)Nc1cc(Cl)ccc1C)=N\NC(N)=O | 10 | 0.0 | 1 | 0 | -1 | -2 | 97 | -16 | 1 | 2.9
COc1cccc(C=Cc2nccc3ccccc23)c1OC | -4 | 0.4 | -1 | -6 | -26 | -22 | 95 | -7 | -2 | -4.4
COc1ccccc1C1CC(c2ccc(F)cc2)Nc2ncnn21 (centres undefined) | -3 | -0.1 | 3 | 3 | 7 | 0 | 95 | -9 | -2 | 3.6
CCC1CCCCN1C(=O)c1sc2nc(C)nc(N(CC)CC)c2c1C (centres undefined) | -1 | -0.4 | 2 | 0 | 10 | -13 | 93 | -6 | -4 | 4.0
